Screening data: PubChem BioAssay, several laboratories
V-ATPase pH: alters yeast V-ATPase proton transport | S. cerevisiae, pHLuorin cytosolic pH fluorescence | response, % at 10 µM | actives 0.37% (n = 350,000) | AID 504577; in the data active = response mostly above about 7.3%, no sharp cut-off; inactive = mostly below about 5.4%; note: actives read high; inactives centre near 0; some compounds called inactive have numbers as strong as hits; reference of the scale not given here
PKA-R1A activ: activators of PKA-R1A complex | P00514+P68181 | PKA-R1A dissociation, Cy5-IP20 fluorescence polarization; scaled: DMSO 0%, 113 µM cGMP 100% | activation, % at 11.4 µM | actives 0.083% (n = 340,000) | AID 504707;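 active = percent activation above the mean of all tested compounds plus 3 SD, cut at about 19% in these data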;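 note: higher means more PKAc released from R1A so a rise in polarization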
DSG3 Ab inh: blocks pemphigus antibody binding to human desmoglein-3; P32926; DSG3-coupled beads, scFv-anti-DSG3-GFP binding, flow cytometry; hits give low values; binding (percent of control), % at 10 µM; actives 0.48% (n = 310,000);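 active = binding more than 3 SD below its plate's average and above zero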;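 note: hits lower antibody fragment binding to DSG3; some compounds called inactive have numbers as strong as hits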
OPRM1-OPRD1 inv: inverse agonists of human mu-delta opioid receptor heterodimerization; P35372+P41143; actives 0.21% (n = 340,000); cell-based MOR-DOR heterodimer luminescence, inverse agonism; inhibition, % at 9.3 µM; in the data active = inhibition above about 22%, passing the limit was not always enough;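 note: 0% = cells with DMSO and 100% = wells without cells with DMSO; values of inactives mirror those of a sister screen read the other way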
OPRM1-OPRD1 ag: agonists of human mu-delta opioid receptor heterodimerization; cells, OPRM1-OPRD1 heterodimerization, luminescence; activation, % at 9.3 µM; actives 0.3% (n = 340,000); AID 504326; in the data active = activation above about 18%;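 note: 0% = vehicle-treated cells and 100% = reference agonist; values of inactives mirror those of a sister screen read the other way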
DAGLB inh: diacylglycerol lipase beta (human) inhibition | actives 0.059% (n = 340,000) | AID 504411 | HEK293T DAGLB membrane lysate, EnzChek fluorogenic substrate | inhibition, % at 5.17 µM; in the data active = inhibition above about 34%;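 note: 0% = enzyme with vehicle and 100% = wells lacking enzyme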
Target sequence (Q8NCG7 whole entry, looked up): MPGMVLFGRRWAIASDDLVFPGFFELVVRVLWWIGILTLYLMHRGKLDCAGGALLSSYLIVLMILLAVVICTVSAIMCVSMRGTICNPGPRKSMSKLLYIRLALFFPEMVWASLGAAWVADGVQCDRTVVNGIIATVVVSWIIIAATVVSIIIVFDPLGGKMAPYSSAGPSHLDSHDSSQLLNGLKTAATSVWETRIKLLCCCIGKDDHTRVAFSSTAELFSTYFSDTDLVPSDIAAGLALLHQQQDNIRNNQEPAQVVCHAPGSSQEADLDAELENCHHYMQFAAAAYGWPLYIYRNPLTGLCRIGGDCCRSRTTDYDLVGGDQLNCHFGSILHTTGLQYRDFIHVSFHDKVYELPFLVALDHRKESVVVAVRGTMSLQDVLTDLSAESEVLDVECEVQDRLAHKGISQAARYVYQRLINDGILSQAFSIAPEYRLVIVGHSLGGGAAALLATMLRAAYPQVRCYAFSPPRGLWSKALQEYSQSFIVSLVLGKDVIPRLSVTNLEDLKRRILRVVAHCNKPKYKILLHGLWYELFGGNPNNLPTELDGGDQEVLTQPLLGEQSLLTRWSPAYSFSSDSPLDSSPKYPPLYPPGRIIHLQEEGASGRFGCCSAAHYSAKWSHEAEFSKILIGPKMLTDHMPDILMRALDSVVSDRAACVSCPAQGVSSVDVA
Arr AP2 block: blocks beta-arrestin peptide binding to AP2 adaptin. FITC-arrestin peptide / GST-AP2 beads, flow cytometry; AP2 beta2 appendage carries R879A mutation. AID 504490. inhibition, % at 10 µM. actives 0.31% (n = 340,000);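 active = inhibition above a set limit, near 3 SD of compounds lacking own fluorescence, cut at about 54% in these data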;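 note: plate controls were DMSO wells for no effect and 5 µM unlabelled arrestin peptide for full effect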
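System: GST-AP2 R879A glutathione beads; medium: PBS, Tween 20 0.05%, BSA 0.1%; reagent: fluorescein-tagged arrestin peptide at 50 nM final; schedule: pre-incubation 12 min, peptide binding 1 h, room temperature; detection: flow cytometry, FL1 (488/535 nm); read-out: inhibition as reduced fluorescein signal on beads, percent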
HTR5A ag: activates human HTR5A in OPRM1-OPRD1 agonist counter-screen; P47898; HTR5A agonist assay, luminescence, cell-based; activation, % at 9.3 µM; actives 0.61% (n = 340,000); AID 504692; in the data active = activation mostly above about 9.5%, no sharp cut-off; inactive = mostly below about 7.6%;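 note: 0% = cells with vehicle only and 100% = reference agonist; strong numbers were not always called active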
HTR5A inv ag: HTR5A inverse agonism, opioid heterodimer counter-screen; P47898; HTR5A cell line, luminescence; inhibition, % at 9.3 µM; actives 0.083% (n = 340,000); AID 504634; in the data active = inhibition mostly above about 23%, no sharp cut-off; inactive = mostly below about 18%;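 note: 0% = cells with DMSO and 100% = no-cell wells with DMSO; some compounds called inactive have numbers as strong as hits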
PKA-R2B act: activates the human PKA-R2B holoenzyme complex; P22694+P31323; PKA-R2B holoenzyme dissociation, Cy5-IP20 fluorescence polarization; R2B truncated from residue 108, S112A mutant; 0% DMSO only, 100% 113 µM cGMP; activation, % at 11.4 µM; actives 0.079% (n = 340,000);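 active = activation above a cutoff set at the mean over all compounds plus 3 SD, cut at about 18% in these data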;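 note: higher means more holoenzyme dissociation and a rise in polarization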
Target sequence (P31323 whole entry, looked up, other chains not shown, the tested form may be a part): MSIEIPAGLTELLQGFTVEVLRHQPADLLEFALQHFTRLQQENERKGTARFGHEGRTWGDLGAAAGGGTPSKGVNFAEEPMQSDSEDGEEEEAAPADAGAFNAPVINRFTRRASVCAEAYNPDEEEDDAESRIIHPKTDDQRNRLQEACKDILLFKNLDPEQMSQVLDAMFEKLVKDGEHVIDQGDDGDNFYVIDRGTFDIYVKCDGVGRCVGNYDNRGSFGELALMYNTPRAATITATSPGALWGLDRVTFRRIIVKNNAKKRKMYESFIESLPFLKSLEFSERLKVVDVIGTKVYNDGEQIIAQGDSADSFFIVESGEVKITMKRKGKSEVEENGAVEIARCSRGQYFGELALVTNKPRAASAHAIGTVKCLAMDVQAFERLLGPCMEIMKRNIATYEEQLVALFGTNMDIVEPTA
Starred values were filed as active, the others as inactive; . = no result given. Rows were taken by chance; any-hit rate near 2.4%.

SMILES	V-ATPase pH	PKA-R1A activ	DSG3 Ab inh	OPRM1-OPRD1 inv	OPRM1-OPRD1 ag	DAGLB inh	Arr AP2 block	HTR5A ag	HTR5A inv ag	PKA-R2B act
O=C(CCCCn1ccc(=O)[nH]c1=O)Nc1ccc(C(=O)O)c(O)c1	0	5	95	13	-2.9	-1	-15	4	-13	4
O=C(Nc1ccccc1[N+](=O)[O-])c1cccnc1Cl	1	-1	92	4	-0.7	-2	0	-1	16	-5
CC(=O)c1cc(F)c(N2CCOCC2)cc1C	-2	-9	101	19	-3.4	-2	-2	-1	2	-8
CCOC(=O)COc1c(Br)cc(C2NC(=O)NC(C)=C2C(C)=O)cc1OC (stereo unspecified)	5	0	99	3	-0.5	-1	39	6	-15	1
Cc1ccc(C)c(NC(=O)CN(C)C(=O)c2ccc(COc3ccccc3)cc2)c1	-3	-8	97	.	.	-3	.	.	.	-1
CCc1ccc(-c2cn3nc(C)c(C)nc3n2)cc1	-4	-16	104	16	-3.4	-1	9	-3	7	-2
c1cc(C2OCCO2)cs1	5	0	109	.	.	-2	.	.	.	-1
N#Cc1ccc(CN2CCN(C(=O)CCNS(=O)(=O)c3ccc(F)c(Cl)c3)CC2)cc1	3	-6	.	9	-2.1	-2	14	0	-1	-9
CCCNCc1cc(OC)c(OCC(=O)NCCc2ccccc2)cc1Br	-1	-3	97	9	-1.7	0	-5	-7	17	-9
O=C(NCCN1CCOCC1)c1cn(-c2ccccc2)nc1-c1cccs1	-1	-2	113	0	0.0	0	15	7	4	-6
Fc1ccccc1/C=C1\CCCC2=C1Nc1nnnn1C2c1ccccc1F (stereo unspecified)	-5	-8	95	-17	3.1	5	4	0	13	2
CCN(CC)S(=O)(=O)c1ccc(N2CCCCC2)c(NC(=O)C2=COCCO2)c1	1	-2	89	12	-2.2	-3	3	8	1	-13
COC(=O)C1CCN(S(=O)(=O)Cc2ccccc2Cl)CC1	2	-10	108	20	-4.2	-4	23	0	2	-5
Cc1cccc(C(=O)NC2CC3CCC(C2)N3C)c1 (stereo unspecified)	1	1	99	6	-0.9	2	-5	9	-24	-1
CCCCCC/C=C/c1ccc(OC)c([C@H]2[C@H]3C=CC[C@@H](C)[C@@H]3C(=O)N2Cc2ccccc2)c1	5	-2	103	13	-2.4	2	-11	4	-17	0
O=C(c1ccc(CS(=O)(=O)c2cccc(C(F)(F)F)c2)o1)N1CCN(c2ccccn2)CC1	1	1	105	7	-1.2	1	5	-3	8	5
O=C(CNS(=O)(=O)c1c(Cl)cccc1Cl)OCC(=O)N1CCN(c2ccccc2)CC1	-1	7	99	-2	0.4	2	0	-1	2	-11
Cc1c(CCOC(=O)c2ccc(N3CCOCC3)c([N+](=O)[O-])c2)sc[n+]1CC#N	5	1	77	6	-1.2	-1	34	0	1	-1
O=C(CCC(=O)Nc1ccccc1Cl)NNC(=O)NC1CCCCC1	-3	-6	.	5	-1.1	-2	6	-1	24	3
CCn1c(Cc2ccccc2)nnc1SCC(=O)Nc1ccc(C)cc1	-1	-5	.	18	-4.0	-4	37	0	9	-3
CCOc1cc2[nH]c(=S)n(C3CC3)c(=O)c2cc1OCC	12*	-6	101	-14	2.9	2	0	-3	10	-5
O=C(Nc1cccc(S(=O)(=O)N2CCCC2)c1)c1cccc(OC(F)F)c1	-1	7	99	-4	0.5	-2	-18	7	-18	-2
CCCCN1CCc2c([nH]c3c(C)cccc23)C1=O	-2	2	.	-4	0.6	-1	-10	-2	-16	-3
Cc1ccc(S(=O)(=O)c2nc(-c3ccco3)oc2SC(C)C)cc1	0	-4	.	-13	1.8	-1	4	-2	5	-12
CCNC(=O)CC1SC(=Nc2ccccc2C)N(C)C1=O (stereo unspecified)	-1	-1	104	1	-0.2	-1	10	0	-2	11

Just HTR5A ag, V-ATPase pH and PKA-R2B act, for three of the compounds above:
SMILES,HTR5A ag,V-ATPase pH,PKA-R2B act
CC(=O)c1cc(F)c(N2CCOCC2)cc1C,-1,-2,-8
CCOC(=O)COc1c(Br)cc(C2NC(=O)NC(C)=C2C(C)=O)cc1OC (stereo unspecified),6,5,1
Cc1ccc(C)c(NC(=O)CN(C)C(=O)c2ccc(COc3ccccc3)cc2)c1,.,-3,-1

Further entries:
SMILES	V-ATPase pH	PKA-R1A activ	DSG3 Ab inh	OPRM1-OPRD1 inv	OPRM1-OPRD1 ag	DAGLB inh	Arr AP2 block	HTR5A ag	HTR5A inv ag	PKA-R2B act
O=C(CN1CCc2ccccc21)NC(=O)NCc1ccccc1	4	7	93	-6	1.0	2	8	-5	13	-11
CCOC(=O)N1CCN(C(=O)/C(=C/c2ccc(Cl)cc2)NC(=O)c2ccccc2)CC1	3	-12	105	3	-0.6	0	11	-3	7	-2
O=C(/C=C/c1ccccc1F)c1ccoc1	-1	0	95	-6	1.0	-2	9	1	-3	-2
Cc1nn(Cc2ccccc2)c(Cl)c1/C=C1\NC(=S)NC1=O	1	-2	113	3	-0.5	-6	17	-1	0	7
COc1cccc2cc(C(=O)NCc3ccc(Cl)cc3)c(=N)oc12	8	1	114	9	-1.6	0	6	0	-10	9
CC(=O)N1c2cc3ccccc3cc2N(C(C)=O)c2cc3ccccc3cc21	-2	1	94	6	-1.4	-1	36	2	-6	2
O=C(NCCO)c1ccc2[nH]c3c(c2c1)CCCC3	-4	4	100	10	-1.8	2	-5	-2	8	-1
Cc1noc(C)c1C(=O)OCC(=O)N1CCN(S(=O)(=O)c2ccc3ccccc3c2)CC1	-4	14	88	5	-0.9	2	7	2	-9	-1
CCNC(=O)CSC1=N/C(=C\c2ccc(O)c(OCC)c2)C(=O)N1c1ccc(OC(F)F)cc1	0	0	104	-15	2.7	-1	-22	-1	7	1
Cc1cccc(CSCCNC(=O)COc2ccc(Cl)cc2)c1	0	8	98	-21	2.9	-15	15	14*	2	6
Cc1cc(Cl)c2oc(C(=O)N(C)CCCN3CCOCC3)c(C)c2c1	4	-3	114	-20	6.2	-2	-16	8	4	1
N/C(=N\OC(=O)c1ccc(OCC(F)(F)F)nc1)c1ccc(Cl)cc1	0	-2	100	-33	6.5	-7	14	1	-9	0
CCOC(=O)Cn1c(=O)oc2ccc(C)cc21	1	7	102	10	-1.9	-1	-41	5	-13	6
O=C(Cc1ccc(S(=O)(=O)N2CCOCC2)s1)Nc1cc(C(F)(F)F)ccc1N1CCCC1	0	-1	104	4	-0.6	-3	-6	-2	5	6
Cc1cc(C)n(C(=O)c2nn(C)c(C)c2[N+](=O)[O-])n1	0	-5	105	11	-2.5	2	17	3	-4	-2
CN(C)CCCN(Cc1ccccc1)C(=S)Nc1cccc(C(F)(F)F)c1	0	-9	107	-6	1.4	1	-7	-1	-23	1
CCOc1ccc(NC(=S)NC(=O)c2c(Br)cnn2C)c([N+](=O)[O-])c1	5	-7	101	2	-0.2	2	-6	0	36*	-7
CC1(c2ccccc2)NC(=O)N(Cc2ccc([N+](=O)[O-])cc2)C1=O (stereo unspecified)	-4	-4	109	21	-4.0	0	1	0	2	7
O=C(CCCNS(=O)(=O)c1cccc2nsnc12)NCc1ccc(F)cc1	1	5	95	10	-2.0	1	-4	-4	9	-12
Cc1ccc(SCC(=O)OCC(=O)NCCc2ccc(S(N)(=O)=O)cc2)c(C)c1	-4	-5	.	18	-3.6	-3	3	1	-4	3
CCOCc1nnc(NC(=O)c2c(-c3ccccc3)noc2C)s1	2	-12	91	0	0.0	-3	-28	1	-3	0
Cc1ccc(N)cc1-n1c(C)ccc1C	1	-5	108	-5	0.9	1	0	-4	-4	-8
CC(NC(=O)CN1c2cccc3cccc(c23)S1(=O)=O)c1ccc(S(N)(=O)=O)cc1 (stereo unspecified)	9	0	101	-6	1.2	2	32	6	-15	2
CN1C(=O)C(N=Nc2ccc([N+](=O)[O-])cc2)SC1=S (stereo unspecified)	-6	-5	96	6	-1.2	4	1	0	-1	2
COc1cccc(N(CC(=O)NC(C)(C)C)C(=O)C2CSC(=O)C2)c1 (stereo unspecified)	6	-11	97	9	-1.6	-2	2	0	-11	1

Following part.
SMILES	V-ATPase pH	PKA-R1A activ	DSG3 Ab inh	OPRM1-OPRD1 inv	OPRM1-OPRD1 ag	DAGLB inh	Arr AP2 block	HTR5A ag	HTR5A inv ag	PKA-R2B act
O=C(COc1ccc(F)cc1F)N1CCCCCCC1	-3	-6	99	1	-0.2	-3	-7	-2	6	1
CCOC(=O)c1ccc(NCc2ccc3c(c2)OCO3)cc1	-3	-6	.	-32	5.4	-23	-1	13	-34	-10
COc1ccc(N(C)S(=O)(=O)c2cccc3nsnc23)cc1	1	3	106	9	-2.0	0	33	5	-12	-3
COCCOc1ccc(C(F)(F)F)cc1NC(=O)COC(=O)c1cc[n+]([O-])cc1	-1	-9	98	12	-1.8	1	-2	-2	4	-2
O=C(CNc1cccc(Cl)c1)NNC(=S)NCc1ccccc1	-1	-13	.	4	-1.0	-3	-26	4	10	-10
COc1ccc(/C(C)=N/N2CCOCC2)c(O)c1	3	-13	90	5	-1.0	0	2	-2	16	-1
Cc1cc(SCC#N)n2nc(C)c(-c3ccc(Cl)cc3)c2n1	-1	-7	101	7	-1.4	-2	-3	4	-13	-4
Cc1ccc(C(=O)C(c2ccccc2)N2Cc3ccccc3C2=N)cc1 (stereo unspecified)	3	-8	116	-6	1.2	-3	3	8	2	-18
COc1ccc(-c2nc(-c3ccc(NC(=O)c4ccc(Br)o4)cc3)no2)cc1OC	2	-6	100	-52	10	-2	5	2	-4	-10
CC1Cc2ccccc2N1CC(=O)Nc1ccc(Cl)c(S(=O)(=O)N(C)C)c1 (stereo unspecified)	1	6	101	-5	1.0	-1	28	0	1	6
CC1CCCCN1S(=O)(=O)c1ccc(S(=O)(=O)N(CC(=O)Nc2ccccc2)Cc2cccs2)cc1 (stereo unspecified)	2	-5	131	-2	0.4	-7	-6	1	2	-14
Cc1ccccc1NC(=O)c1cccc(N2C(=O)C3CCC(C)CC3C2=O)c1 (stereo unspecified)	-1	-2	.	-3	0.3	1	7	-7	19	-17
CN(C(=O)c1cccc(NC(=O)Cc2cccc(NC(=O)C3CCCN(C(=O)c4ccccc4)C3)c2)c1)C1CC1 (stereo unspecified)	-3	2	101	4	-0.9	-2	7	1	-2	4
Cc1ccccc1C(=O)N1CCC(C(=O)Nc2sccc2C(N)=O)CC1	1	-7	.	14	-3.6	-2	-13	2	-5	-9
CCN1CCN(C(c2ccccn2)c2c(NC(=O)c3ccccc3)sc(C)c2C)CC1 (stereo unspecified)	-2	-8	.	13	-2.2	-1	27	-2	20	1
CCOC(=O)c1cnc(SCC(=O)Nc2ccc(N3CCOCC3)c(Cl)c2)nc1N	4	6	103	-10	1.8	1	7	-2	6	-2
COc1ccc(CN2CCCC(CO)(Cc3ccc(F)cc3F)C2)cc1 (stereo unspecified)	-5	-10	100	-23	4.7	0	-3	2	1	-3
CN(C)CCCN(C(=O)c1ccc(S(=O)(=O)N2CCCCCC2)cc1)c1nc2ccc(Br)cc2s1	-5	-7	136	-9	1.5	0	1	-3	-9	4
